Screening results as filed in PubChem.
GCN5L2 inh = GCN5L2 (KAT2A) acetyltransferase inhibition | Q92830 | GCN5L2 HAT assay, ThioGlo1 CoA-SH fluorescence | Potency, µM (titrated, usually from 58.9 µM), without a hit: top-dose activity change, negative = inhibition, usual class: inhibitors | 390,000 compounds, 0.21% hits
Target sequence (Q92830 whole entry, looked up): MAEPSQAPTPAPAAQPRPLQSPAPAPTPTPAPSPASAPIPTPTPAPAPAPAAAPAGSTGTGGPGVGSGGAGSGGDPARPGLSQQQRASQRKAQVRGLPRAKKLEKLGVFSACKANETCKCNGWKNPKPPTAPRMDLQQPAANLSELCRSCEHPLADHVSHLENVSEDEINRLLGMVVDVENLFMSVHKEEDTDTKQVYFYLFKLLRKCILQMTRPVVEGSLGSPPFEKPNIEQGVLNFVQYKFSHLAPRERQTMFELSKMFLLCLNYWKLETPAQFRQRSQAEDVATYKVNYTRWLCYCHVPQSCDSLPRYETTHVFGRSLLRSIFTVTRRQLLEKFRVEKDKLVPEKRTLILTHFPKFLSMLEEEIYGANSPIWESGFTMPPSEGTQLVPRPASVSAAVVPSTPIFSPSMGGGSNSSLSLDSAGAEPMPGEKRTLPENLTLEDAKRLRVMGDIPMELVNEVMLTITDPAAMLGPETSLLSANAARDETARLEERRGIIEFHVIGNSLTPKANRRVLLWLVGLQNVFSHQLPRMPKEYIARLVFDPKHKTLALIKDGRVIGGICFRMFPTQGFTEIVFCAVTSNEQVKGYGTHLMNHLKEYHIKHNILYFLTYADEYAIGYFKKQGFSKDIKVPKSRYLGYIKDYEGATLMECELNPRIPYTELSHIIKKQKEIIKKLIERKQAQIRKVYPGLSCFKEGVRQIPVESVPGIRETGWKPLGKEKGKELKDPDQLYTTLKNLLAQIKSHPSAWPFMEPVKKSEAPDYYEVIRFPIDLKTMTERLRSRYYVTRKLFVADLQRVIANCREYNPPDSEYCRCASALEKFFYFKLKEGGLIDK
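GCN5L2 (20nM final) in 50mM HEPES, 0.1mM EDTA pH 7.5, 0.01% Tween-20 was preincubated 15 min at room temperature with compound, then given ThioGlo1 (50uM), H3(1-25) peptide (75uM) and acetyl-CoA (70uM); CoA-thiol fluorescence (Ex340/Em540) was read at 0 and 20 min.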
TDP1 cell noCPT = qHTS for Inhibitors of human tyrosyl-DNA phosphodiesterase 1 (TDP1): qHTS in cells in absence of CPT | DT40 Tdp1-/- hTDP1 cells, no CPT, ATP luminescence, 48 h | Potency, µM (series often up to 46.2 µM), for inactives: at the highest dose activity change, negative = growth inhibition, actives largely listed as inhibitors | 420,000 compounds, 15% hits | AID 686978, 2013; also: nearly all actives have a fitted effect of over 55% in size
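Stably hTDP1-transfected Tdp1-null chicken DT40 cells were treated with library compounds minus camptothecin and grown for at least 48 hr at 37 °C, after which cellular ATP was quantified by luminescence.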
TDP1 cell CPT = DT40-hTDP1 cell growth loss with CPT; chicken DT40 Tdp1-/-;hTDP1 cells + 20 nM CPT, ATP luminescence, 48 h; Potency, µM (top dose mostly 46.2 µM), inactives show at the top dose activity change, negative = growth inhibition, usual class: inhibitors; 420,000 compounds, 12% hits; AID 686979; also: nearly all actives have a fitted effect of over 55% in size
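Chicken DT40 Tdp1-/- cells complemented with human TDP1, 400 cells/well, exposed to compounds plus 20 nM camptothecin for at least 48 h at 37 C; viability read as ATP content by CellTiter-Glo luminescence.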
An asterisk follows results filed as active; ? = inconclusive; / = not tested or not shown; & = joins results of further samples; [ ] = dose if it differs, or a comment. Calls follow the shape of the dose curve; as a rule, active = well fitted curve in the direction sought with a large enough effect; inconclusive = small, poorly fitted or top-dose-only effect, or another doubt; inactive = no such curve, though single readings can be large; an effect the other way counts as inactive or inconclusive. % is scaled to controls: 0 for no effect and ±100 for the full control effect; potency is read from the fitted curve at half-maximal effect.

Second line of a record – GCN5L2 inh	TDP1 cell noCPT	TDP1 cell CPT
1. O=C(CSc1nc2ccccc2c(=O)n1-c1ccc(F)cc1)NCc1ccco1
  0%	-16%	1%
2. Cc1ccccc1Cn1nc(C)c(NC(=O)c2nc3n(n2)C(C(F)F)CC(C)N3)c1C (centres undefined)
  -4%	-15%	1%
3. CC(C)(C(=O)NO)c1ccccc1
  /	?	-27%
4. CC(C)c1c(Cl)c(O)c(-c2ccccc2)c(=O)n1-c1ccc(F)cc1
  -2%	-1%	?
5. CC(CNS(=O)(=O)c1cc(Cl)ccc1Cl)CN(C)C (centres undefined)
  0%	2%	1%
6. CCC(c1nnnn1Cc1ccccc1)N1CCN(C/C=C/c2ccccc2)CC1 (centres undefined)
  /	15µM*	?
7. O=C(CCCC(=O)N(c1ccc2c(c1)OCCO2)C(C(=O)NC1CCCCC1)c1ccc(F)cc1)Nc1ccccn1 (centres undefined)
  -14%	?	?
8. COc1cccc(-c2cnc(C(O)c3ccc(C)cc3)[nH]2)c1 (centres undefined)
  /	-17%	-20%
9. CN(C)c1ccc(CNC(=O)C2CCCN(S(=O)(=O)c3ccc4c(ccn4C)c3)C2)cc1 (centres undefined)
  -2%	21µM*	16µM*
10. Cc1occc1-c1nnc(SCC(=O)N2CCc3ccccc32)o1
  -27%	21µM*	16µM*
11. COc1cccc2c(=O)cc(C)n(CC(=O)Nc3ccccc3C)c12
  0%	15µM*	?
12. COc1ccc([C@H]2CC(=O)C=C(c3ccc4ccccc4c3)C2)cc1OC
  -11%	16µM*	?
13. COc1ccc(CCN(C)CCCN2CCc3cc(OC)c(OC)cc3CC2=O)cc1OC
  5%&-8%	-20%	1%
14. COc1ccc(C(=O)N(C)[C@H]2C[C@H]3c4[nH]c5ccccc5c4CCN3C(=O)[C@H]2CO)cc1
  /	?	-17%
15. CC(Nc1cc(N2CCN(S(=O)(=O)N(C)C)CC2)ccc1[N+](=O)[O-])c1ccccc1 (centres undefined)
  -1%	4%	-5%

Some values from above:
GCN5L2 inh, #1 → 0%
GCN5L2 inh, #10 → -27%
GCN5L2 inh, #15 → -1%
TDP1 cell CPT, #14 → -17%
TDP1 cell noCPT, #11 → 15µM*
TDP1 cell CPT, #3 → -27%

Going on with the list.
Second line of a record – GCN5L2 inh	TDP1 cell noCPT	TDP1 cell CPT
16. CSCCC(NC(N)=O)C(=O)NCc1ccccc1Cl (centres undefined)
  3%	?	-8%
17. CCCCC(CC)C(=O)Nc1cccc(SC)c1 (centres undefined)
  0%	?	-15%
18. CCOC(=O)C1(C)NC(c2ccco2)C2C(=O)N(c3ccc(C)cc3)C(=O)C21 (centres undefined)
  -1%	2%	-18%
19. Cc1c(CNC2CCC(C)CC2)c(C(=O)O)c(C)n1Cc1ccccc1F (centres undefined)
  -6%	?	-27%
20. CC(=O)N1CSCC1C(=O)N1CCN(c2ccc(N3CCOCC3)nn2)CC1 (centres undefined)
  -17%	-9%	9%
21. CC(C)n1c(=O)c2ccccc2n1C(=O)c1ccccc1
  /	?	?
22. COC(=O)c1sc2cccc(F)c2c1S(=O)(=O)N1CCN(c2cccc(C)c2)C(C)C1 (centres undefined)
  -4%	?	?
23. CC(C)CCNC(=O)NC(=O)COC(=O)/C=C/c1cc(Br)ccc1F
  -6%	?	?
24. CCOc1ccc(C(=O)Nc2c(C(=O)N3CCN(c4ccccc4F)CC3)oc3ccccc23)cc1
  -5%	-18%	?
25. Cc1cc(O)c(C(C)C)cc1NC(=O)c1cccc(Cl)c1
  -2%	-22%	-25%
26. CCC(=O)N1CCc2cc(CNC(=O)Nc3cc(C)ccc3C)ccc21
  -12%	-1%	-4%
27. O=C(c1cc2n(n1)C(C(F)(F)F)CC(c1ccco1)N2)N1CCc2ccccc2C1 (centres undefined)
  -2%	18µM*	?
28. CC(=O)c1cccc(NC(=O)/C(=C\c2cccnc2)NC(=O)c2ccco2)c1
  -10%	1%	-7%
29. Cc1ccc(NC(=O)C2(C)CCN2CCc2ccccc2)cc1O (centres undefined)
  /	-21%	-24%
30. CCCC(=O)Nc1ncnc2c1ncn2[C@@H]1O[C@@H]2OP(=O)(O)OC[C@H]2[C@H]1OC(=O)CCC
  -3%	-4%	4%
31. CCOc1cc(-c2nc(C)c(C(C)=O)n2O)ccc1OCC(=O)Nc1ccc(F)cc1
  -6%	?	?
32. N/C(=N\OC(=O)c1ccco1)c1cccc(Br)c1
  0%	3%	-13%
33. CC1=CC(C)(C)[N+](C)(C)c2ccc(C)cc21
  -1%	18µM*	?
34. O=C(c1ccccc1)c1ccc(Oc2ccc([N+](=O)[O-])cc2[N+](=O)[O-])cc1
  /	?	?
35. Cc1ccc(-c2nnc(CCC(=O)NCc3csc(C)n3)o2)s1
  -2%	19%	5%
36. C=CCN1C(=O)/C(=C\c2ccc(OC(=O)c3ccco3)c(OC)c2)SC1=S
  -11%	?	-12%
37. COC(=O)[C@@H]1CCCN1C(=O)c1cnn(-c2ncc3c(n2)-c2ccccc2CCC3)c1C1CC1
  /	16µM*	?
38. Cc1nn(C)c(C)c1NC(=O)COc1ccccc1C#N
  -2%	-14%	11%
39. O=c1c2ccccc2cnn1Cc1nnc(-c2cccs2)o1
  -9%	?	-17%
40. CCN1CCCC1CNC(=O)Cn1cc2c(n1)CCC(C)C2 (centres undefined)
  -28%	6%	6%
41. O=NN(CCF)C(=O)NC1CCS(=O)(=O)CC1
  /	?	?
42. N#Cc1cnc2nc1NCCCCCCC2
  /	?	-10%
43. O=C(NCCSc1c[nH]c2ccccc12)c1ccco1
  -4%	0%	-7%
44. O=C(O)c1ccc2nc(CO)[nH]c2c1
  -6%[0.501 µM]	-21%	-8%
45. CCCN1CCC(NC(=O)CC2C(=O)NCCN2Cc2ccccc2C)CC1 (centres undefined)
  20%	2%	42%[activator]
46. Cc1ccc(OCC(=O)Nc2oc(-c3ccccc3)c(-c3ccccc3)c2C#N)cc1
  /	16µM*	21µM*
47. COc1ccc(C2Nc3ccccc3C(=O)N2c2ccc(C)cc2)cc1Cn1nc(C)c([N+](=O)[O-])c1C (centres undefined)
  -1%	?	?
48. O=C(Cc1ccccc1)N1CCN(c2ncccn2)CC1
  -2%	2%	12%
49. O=C(CSc1ccccc1F)NCCN1C(=O)CSC1=O
  0%	-19%	0%
50. Cc1ccc(-c2cc(C(=O)Nc3ccccc3C)c3ccccc3n2)o1
  ?	18µM*	?
51. CCOC(=O)Nc1sc(C(=O)N(CC)CC)c(C)c1C(=O)OCC
  0%	-17%	-11%
52. CCCCCCC(=O)N(O)C1CC(=O)N(c2ccc(Cl)cc2)C1=O (centres undefined)
  -16%	2.9µM*	2.3µM*
53. COc1ccc(CNC(=O)Cn2ncn3c(cc4ccccc43)c2=O)cc1
  -12%	?	?
54. CCC(=O)OCC(=O)Nc1cc(S(=O)(=O)N(C)C)ccc1Cl
  -5%	3%	2%
55. CC(C)[C@H](NC(=O)OC(C)(C)C)c1cc(C(=O)N(C)CCN(C)C)c(N)s1
  /	12%	1%
56. O=C(Nc1ccc2oc(-c3ccccc3F)nc2c1)c1ccccc1Cl
  -14%	13µM*	?
57. CCNC(=S)N1CCCC(C(N)=O)C1 (centres undefined)
  6%	3%	11%
58. COc1cc(/C=N/Nc2ccc(Cl)cc2)ccc1OC(=O)c1cccs1
  0%	-27%	-9%
59. COCCN(C(=O)COc1ccccc1C#N)c1c(N)n(Cc2ccccc2)c(=O)[nH]c1=O
  0%	-16%	-20%
60. Cc1cccc(C)c1NS(=O)(=O)c1cc2c3c(c1)CCN3C(=O)CC2
  1%	-16%	-2%

Profiles, looked up by structure. Order of screens: GCN5L2 inh, TDP1 cell noCPT, TDP1 cell CPT
Results for `Cc1nn(C)c(C)c1NC(=O)COc1ccccc1C#N` → -2%, -14%, 11%
Results for `COCCN(C(=O)COc1ccccc1C#N)c1c(N)n(Cc2ccccc2)c(=O)[nH]c1=O` → 0%, -16%, -20%

Back to the main list with the 4 entries that preceded the break.
Second line of a record – GCN5L2 inh	TDP1 cell noCPT	TDP1 cell CPT
57. CCNC(=S)N1CCCC(C(N)=O)C1 (centres undefined)
  6%	3%	11%
58. COc1cc(/C=N/Nc2ccc(Cl)cc2)ccc1OC(=O)c1cccs1
  0%	-27%	-9%
59. COCCN(C(=O)COc1ccccc1C#N)c1c(N)n(Cc2ccccc2)c(=O)[nH]c1=O
  0%	-16%	-20%
60. Cc1cccc(C)c1NS(=O)(=O)c1cc2c3c(c1)CCN3C(=O)CC2
  1%	-16%	-2%
61. Cn1c(=O)n(CCOc2ccccc2Cl)c2ccccc21
  -11%	5.8µM*	-3%
62. Cc1ccc2c(c1)nnn2C1CCN(S(=O)(=O)c2cccc(S(=O)(=O)N(C)C)c2)CC1
  -7%	15µM*	18µM*
63. Cn1c(N)c(C(=O)COC(=O)/C=C/c2cccc(Cl)c2)c(=O)n(C)c1=O
  -2%	-18%	-7%
64. CCCCN(Cc1ccccc1)C(=O)C1CCN(Cc2sccc2C)CC1
  3%	?	?
65. Cc1cc(NC(=O)/C(C#N)=C\c2ccc(-c3ccc(SC(F)F)cc3)o2)n(-c2ccccc2)n1
  /	?	?
66. CC(C)C(=O)Nc1cccc(-c2nc3ccccc3c(=O)o2)c1
  2%	3%	1%
67. COc1ccccc1CC(NC(C)=O)C(=O)N1CCN(C(=O)c2cccs2)CC1 (centres undefined)
  9%	-6%	-10%
68. CCC(=O)Nc1ccc(C)cc1-c1nc2ccccc2n(CC(=O)Nc2ccccc2Cl)c1=O
  -17%	-23%	?
69. Cc1ccc(S(=O)(=O)N2CCOCC2)cc1NC(=O)COC(=O)c1ccc2c(c1)OCCO2
  1%	-20%	-11%
70. O=C(CN1CCOCC1)Nc1ccc(Cl)c(Cl)c1
  -1%	-6%	-5%
71. COC(=O)c1ccc2c(=O)[nH]c(CCl)nc2c1
  1%	15µM*	12µM*
72. COc1ccc(-c2ccc3c(N)c(C(=O)NC(C)C)sc3n2)cc1OC
  -21%	16µM*	-25%
73. CO/N=C(/CNC(=O)c1ccccc1Cl)c1ccc(Cl)cc1
  -2%	-13%	-12%
74. COCCn1c(C)cc(/C=C(\C#N)C(=O)OCC(=O)N(C)c2c(N)n(Cc3ccccc3)c(=O)[nH]c2=O)c1C
  ?	-20%	1%
75. CCCCc1cc(=O)oc2cc(OCC(=O)NCCN3CCOCC3)ccc12
  0%	7%	-4%

Next section
cpd	structure	GCN5L2 inh	TDP1 cell noCPT	TDP1 cell CPT
76	CCOC(=O)/C(=N/Nc1ccc(OC)cc1)Sc1nnc(CCc2ccccc2)n1-c1ccccc1	-4%	-9%	4%
77	COc1ccc(Nc2ncnc3onc(C)c23)c(OC)c1	25%	-9%	3%
78	CNS(=O)(=O)c1ccc(NC(=O)C2CC(=O)N(c3ccc(Cl)cc3)C2)cc1 (centres undefined)	-23%	-26%	-7%
79	O=C(CCCCCBr)N1CCC(CC2CC(c3ccc(Cl)cc3)=NO2)(C(=O)NCC2CCCCC2)CC1 (centres undefined)	-1%	?	-29%
80	CCCNC(=O)C(Cc1ccccc1F)NC(=O)c1ccccn1 (centres undefined)	3%	-11%	-3%
81	CCOC(=O)Cc1cc(OC)c(OC)cc1Cc1cc(OC)c(OC)cc1CC(=O)OCC	-2%	-16%	-1%
82	CCOc1ccc(N2CC(C(=O)NCCN3C(=O)S/C(=C\c4cccnc4)C3=O)CC2=O)cc1 (centres undefined)	-9%	-20%	-15%
83	O=C(O)c1cc2ccccc2c2cc(Br)ccc12	-12%	2%	-7%
84	CN(c1ccccc1)S(=O)(=O)c1ccc2[nH]c(=O)[nH]c2c1	-5%	0%	-4%
85	Cn1c(-c2cccc3ccccc23)n[nH]c1=S	-1%	6%	21%
86	Cc1cc(NS(=O)(=O)c2ccc(C(C)C)cc2)no1	?	2%	-28%
87	Cc1cc(NC(=O)CN2CCN(S(=O)(=O)c3ccc(Cl)cc3)CC2)no1	-9%	-5%	0%
88	Cc1ccc(NC(=O)CN(C)C(=O)c2ccc(NS(=O)(=O)c3cccc([N+](=O)[O-])c3)cc2)cc1	-3%	-13%	-3%
89	Cc1ccc(NC(=O)C(C)N2C(=O)c3ccccc3C2=O)cc1S(=O)(=O)N1CCOCC1 (centres undefined)	-5%	-23%	1%
90	COc1ccc(C(=O)NCC(=O)NCC(=O)OCc2ccc(Cl)cc2)cc1	-5%	-15%	-6%
91	Cc1cc(NC(=O)c2ccco2)ccc1NC(=O)Cc1cccs1	-2%	-28%	17%
92	CCOc1ccccc1NC(=O)Nc1ccc(Br)cn1	-1%	-1%	-19%
93	C/C(=N\NC(=O)Cc1ccc([N+](=O)[O-])cc1)c1cccnc1	-10%	0%	-26%
94	COc1ccccc1N(CC(=O)N1CCN(c2ccc(F)cc2)CC1)S(=O)(=O)c1ccc(C)cc1	-5%	18µM*	26µM*
95	CN1C(=O)N(C)C2C1NC(=O)N2C (centres undefined)	3%	-2%	-7%

Compounds were not picked by outcome; overall some 18% were active at least once.
